MsrA inhibitor: bovine MsrA enzyme inhibitors, primary screen, biochemical, absorbance, HTS; Methionine sulfoxide reductase A (Bos taurus); purified bovine MsrA, absorbance read-out; inhibition, % at 15.5 µM; 360,000 compounds, 0.75% hits; AID 651718, 2012; in the data active means inhibition above about 4.5%;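 further: 0% = vehicle wells with enzyme and 100% = reference inhibitor wells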
LMPTP block: LMPTP phosphatase inhibitors, primary screen, biochemical, fluorescence intensity, uHTS; Low molecular weight phosphotyrosine protein phosphatase (Homo sapiens), P24666; recombinant LMPTP-A, OMFP fluorogenic substrate; inhibition, % at 20 µM; 360,000 compounds, 0.22% hits; AID 651560, 2012;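 active means compounds that cut the enzyme signal by at least half of the control window in the single-dose screen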;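 further: plate controls were DMSO wells with enzyme plus substrate for no effect and substrate without enzyme for full effect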
Target sequence (P24666 whole entry, looked up): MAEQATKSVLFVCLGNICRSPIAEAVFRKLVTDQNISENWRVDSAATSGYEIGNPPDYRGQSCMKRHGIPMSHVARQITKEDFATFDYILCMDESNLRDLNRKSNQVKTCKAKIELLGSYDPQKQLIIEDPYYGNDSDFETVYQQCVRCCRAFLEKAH
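Assay system: LMPTP-A enzyme. Input: 0.625 nM LMPTP-A final. Probe or stimulus: 400 µM OMFP. Compound dosing: single 20 µM dose. Schedule: 50 min dark incubation at room temperature. Detection: fluorescence intensity of OMFP turnover product. Read-out: percent inhibition versus substrate-only and uninhibited controls. Benchmarks: no-enzyme low control, uninhibited high control.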
CSN inh: inhibitors of CSN-mediated cullin deneddylation, primary screen, biochemical, fluorescence polarization, uHTS. Purified CSN, SCF-Nedd8-OG deneddylation. inhibition, % at 12.5 µM. COP9 signalosome complex subunit 5 (Homo sapiens), Q92905. 360,000 compounds, 0.38% hits;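 active means pattern-corrected inhibition above about 35%, with an unprinted fluorescence ratio check between 0.5 and 1.5, limit read from the data, passing the limit was not always enough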;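 further: 0% = enzyme with substrate and 100% = substrate without enzyme; some results filed as inactive read as strong as hits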
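test system = HEK293T-derived human Csn5 enzyme | amount = 0.24 nM Csn5 enzyme, final concentration | medium = Tris/NaCl/DTT buffer, pH 7.5 | schedule = 90 min reaction at room temperature | signal = FP | evaluation = inhibition of Csn5 cleavage, % | compound dosing = single dose of 12.5 µM compound with 0.25% DMSO | probe or stimulus = 10 nM SCFSkp2-Nedd8OG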
STEP inh: STEP phosphatase inhibitors, primary screen, biochemical, fluorescence intensity, uHTS | inhibition, % at 20 µM | 360,000 compounds, 0.25% hits | recombinant STEP, OMFP fluorogenic substrate | Tyrosine-protein phosphatase non-receptor type 5 (Homo sapiens), P54829 | AID 588621, 2011;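 active means inhibition at 20 µM, scaled per plate between control wells, above about 37%, limit read from the data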;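 further: 0% = DMSO with enzyme and substrate and 100% = substrate only without enzyme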
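Assay system: isolated STEP enzyme / Timing: 20 min at room temperature, dark / Doses: 20 µM, 1% DMSO / Technique: fluorescence intensity, excitation 480 nm, emission 540 nm / Reagent: fluorogenic phosphatase substrate OMFP at 25 µM final / Measure: percent inhibition scaled to no-enzyme and uninhibited-enzyme controls, plate-pattern corrected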
Rpn11 block: Rpn11 (PSMD14) deubiquitinase inhibitors, primary screen, biochemical, fluorescence polarization, uHTS. 360,000 compounds, 0.59% hits. calls only at 20 µM. 26S proteasome non-ATPase regulatory subunit 14 (Homo sapiens), O00487. human 26S proteasome, Ub4-pepOG fluorescence polarization; 20S core pre-blocked with epoxomicin;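 active means inhibition at 20 µM, scaled to each plate's controls, above about 33%, limit read from the data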
Target sequence (O00487 whole entry, looked up): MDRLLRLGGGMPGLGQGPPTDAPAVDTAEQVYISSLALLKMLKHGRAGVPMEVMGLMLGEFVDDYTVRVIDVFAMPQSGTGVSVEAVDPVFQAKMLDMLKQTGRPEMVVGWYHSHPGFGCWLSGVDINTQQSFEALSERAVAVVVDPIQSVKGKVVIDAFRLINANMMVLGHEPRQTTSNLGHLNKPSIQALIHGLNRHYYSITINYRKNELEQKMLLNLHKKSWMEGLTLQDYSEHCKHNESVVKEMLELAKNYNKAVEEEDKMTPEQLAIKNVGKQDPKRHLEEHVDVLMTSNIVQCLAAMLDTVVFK
SUMO1 PPI mod: modulators of SUMO1 protein-protein interactions, primary screen, biochemical, uHTS. inhibition, % at 20 µM. SUMO1 binding to a labelled peptide, TR-FRET, 1 h. Small ubiquitin-related modifier 1 (Homo sapiens), P63165. AID 602429, 2012. 360,000 compounds, 0.33% hits; in the data active means inhibition above about 37%
Target sequence (P63165 whole entry, looked up): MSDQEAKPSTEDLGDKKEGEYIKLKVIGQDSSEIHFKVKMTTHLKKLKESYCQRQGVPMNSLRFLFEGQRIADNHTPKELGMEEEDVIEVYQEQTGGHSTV
DNMT1 inh: human DNMT1 methyltransferase inhibitors, primary screen, biochemical, molecular beacon, fluorescence, HinP1I cleavage, uHTS; inhibition (reported as % activation of signal), % at 10 µM; DNA (cytosine-5)-methyltransferase 1 (Homo sapiens), P26358; AID 588458, 2011; 360,000 compounds, 0.83% hits; in the data active means inhibition above about 50%
NadD block: inhibitors of S. aureus NadD, primary screen, biochemical, colorimetric, uHTS | inhibition, % at 20 µM | AID 602399, 2012 | 360,000 compounds, 0.78% hits | purified NadD enzyme, colorimetric absorbance read-out; in the data active means inhibition above about 26%; further: some compounds past the cut are filed as inactive
TbMetRS inhib: T. brucei MetRS inhibitors, primary screen, biochemical, luminescence. methionyl-tRNA synthetase (Trypanosoma brucei brucei). purified T. brucei MetRS, ATP depletion, Kinase-Glo luminescence. inhibition, % at 11.9 µM. 360,000 compounds, 0.4% hits;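 active means inhibition above a per-plate cutoff of the control wells' mean inhibition plus 3 SD, cut at about 5.5% in these data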;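 further: 0% = DMSO wells median and 100% = median of wells with control inhibitor compound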
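Material: parasite MetRS enzyme / Replication: singlicate, one well per compound / Signal: luminescence of leftover ATP / Schedule: 2 h aminoacylation at 25 °C after 15 min preincubation / Medium: HEPES-MgCl2-KCl buffer plus DTT, spermine, BSA, pyrophosphatase / Doses: 11.9 µM single point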
Scp-1 inhibitor: Scp-1 phosphatase inhibitors, primary screen, biochemical, colorimetric, uHTS; 340,000 compounds, 0.88% hits; AID 493091, 2011; inhibition, % at 20 µM; Recombinant Scp1, phosphopeptide, malachite green phosphate absorbance;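 active means inhibition above about 50% at 20 µM, limit read from the data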;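 further: plate controls were DMSO wells with enzyme for no effect and wells lacking enzyme for full effect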
Target sequence (Q9GZU7 76-261 limits assumed): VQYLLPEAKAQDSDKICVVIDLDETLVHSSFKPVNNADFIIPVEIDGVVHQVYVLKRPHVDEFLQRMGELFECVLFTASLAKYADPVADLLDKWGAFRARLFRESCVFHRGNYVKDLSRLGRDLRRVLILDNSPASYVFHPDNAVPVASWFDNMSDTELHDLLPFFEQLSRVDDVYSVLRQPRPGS
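Test system – truncated SCP-1 phosphatase (76-261aa) · Reagent – Phosphorylated 17-residue peptide substrate · Incubation – 45 min room-temperature reaction, 5 min colour, 30 min stabiliser · Detection – colorimetric phosphate reagent with accelerator and stabiliser, absorbance at 630 nm · Measure – % inhibition at 20 µM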
Active calls of the source: *; i = inactive; . = not tested or not shown.

Below each compound: MsrA inhibitor	LMPTP block	CSN inh	STEP inh	Rpn11 block	SUMO1 PPI mod	DNMT1 inh	NadD block	TbMetRS inhib	Scp-1 inhibitor
CCOc1ccc(NC(=O)c2cccc(NC(C)=O)c2)cc1S(=O)(=O)N1CCCC1
  0.3	-0.3	3	-4	i	1	-1	-4	-0.4	-5
COc1ccc(S(=O)(=O)NC(CC(=O)NCc2ccco2)C(C)C)cc1 (configuration not stated)
  -0.4	0.3	5	2	i	2	-2	-4	-0.1	-8
O=C(NCCc1c[nH]c2ccccc12)/C(=C\c1cccnc1)NC(=O)c1ccccc1F
  0.4	-1.8	0	-1	i	-3	0	-1	0.3	-13
Cc1cc(=O)[nH]c(SCC(=O)N(CCC#N)c2ccccc2)c1C#N
  0.5	-0.3	-1	0	i	0	2	-9	-0.2	-1
C=CCN1C(=O)c2ccc(C(=O)N(C)CC(=O)Nc3ccccc3Br)cc2C1=O
  0.3	-1.3	1	0	i	-22	-1	2	-0.1	-10
Cc1ccc(S(=O)(=O)N2CCCC2)cc1[N+](=O)[O-]
  -1.9	-0.9	-5	-4	i	-2	1	-3	0.2	-8
O=C(Cc1cccs1)Nc1nc(-c2ccc(F)c(F)c2)cs1
  -1.0	3.9	4	0	i	4	-7	-5	-0.5	-12
FC(F)(F)c1cccc(N2CCN(C(=S)NCC3CCCO3)CC2)c1 (configuration not stated)
  1.1	1.9	-1	1	i	2	0	-3	0.8	-9
CCN(CC)S(=O)(=O)c1ccc2c3c(cccc13)C(=O)N2
  1.4	-4.0	7	1	i	-21	-1	2	-0.3	-3
Cc1ccc(N(CC(=O)O)S(C)(=O)=O)cc1Cl
  0.9	-2.2	-1	0	i	-1	1	0	-1.1	-3
N#CN(CC(N)=O)c1nc(N2CCCCC2)nc(N2CCCCC2)n1
  0.7	-0.9	2	2	i	-4	-3	0	-1.0	-2
Cc1ccc(C(CNS(=O)(=O)c2ccc(F)cc2)N2CCN(C)CC2)cc1 (configuration not stated)
  -0.1	-1.9	-4	1	i	8	3	-7	-0.4	-3
O=C(C1CCC(=O)N1C1CCCCC1)N1CCN(c2ccc(F)cc2)CC1 (configuration not stated)
  1.6	-0.1	-5	-5	i	0	5	1	-1.1	4
CSc1ccc(CNCCCSc2ncccn2)cc1
  -0.3	-0.8	1	-4	i	0	2	-5	0.0	3
CCOC(=O)C1CCCN(C(=O)CC(C)c2ccccc2)C1 (configuration not stated)
  1.4	-0.5	5	-2	i	2	1	1	-0.1	-5
Cc1ccc(-c2n[nH]c(=O)c3ccccc23)cc1S(=O)(=O)Nc1ccc(F)cc1
  1.4	2.4	0	1	i	5	-2	-4	0.2	-7
Cc1ccc(C(=O)Nc2ccccc2N2CCCC2)cc1S(=O)(=O)N1CCOCC1
  0.1	-6.5	-3	-1	i	-8	-2	7	-0.1	-9
CCCn1c(N)c(N(CCOC)C(=O)c2ccccc2F)c(=O)[nH]c1=O
  -0.5	-1.3	-2	-1	i	-1	1	-4	-0.3	-8
CCn1c(C)nc2cc(C(=O)NNC(=O)CCC3CCCC3)ccc21
  0.1	-0.8	-12	-3	i	1	4	-4	0.6	-5
CC(C)(C)N(Cc1ccccc1)C(=O)CN1C(=O)NC2(CCCCCC2)C1=O
  1.5	0.9	-1	-3	i	1	5	-3	0.2	-6
Cc1nc(SCC(=O)Nc2ccc(F)cc2)c(C#N)c(C)c1CC(=O)c1ccc(Br)cc1
  0.4	0.7	0	-2	i	-8	42	17	-0.1	-2
CC(=O)Nc1cc(-c2ccc(N3CCN(C)CC3)cc2)cn2c(-c3ccc(F)cc3)cnc12
  0.6	-1.3	9	1	i	-43	-28	1	-0.1	.
NC(=O)C1CCN(CC(=O)c2c[nH]c3ccc(F)cc23)CC1
  0.4	0.4	2	-1	i	0	-5	7	4.5	5
Cn1c(C(C#N)C(=O)Cc2cccc3ccccc23)nc2ccccc21 (configuration not stated)
  0.8	-0.2	3	0	i	2	-1	3	-1.1	-2
CC(C)N(Cc1ccccc1)C(=O)COC(=O)c1cc[n+]([O-])cc1
  -0.8	-1.2	-1	-1	i	-22	3	0	-0.5	-9
O=C(NCCc1cccs1)c1ccc(Cl)c(Cl)c1
  -0.1	-0.8	-1	4	i	1	2	-7	-0.7	-6
CCOC(=O)c1ccccc1NC(=O)c1ccc2nc[nH]c2c1
  1.2	1.3	4	0	i	-1	-2	-9	-0.7	9
O=C(/C=C/c1ccccc1)NC(=O)c1ccccc1O
  0.7	-1.2	2	-2	i	-7	2	-9	3.1	-8
COC(=O)c1ccc(OC)c(CSc2nnc(-c3ccc(C)cc3)o2)c1
  1.0	0.4	0	0	i	4	1	-10	-0.5	-14
Cc1cc(C(=O)NCc2cccnc2)n(-c2ccccc2)n1
  -0.4	-1.3	-3	-1	i	3	5	-5	-1.2	-5
COc1ccccc1OC(=O)C1CC(=O)N(c2ccc(Cl)cc2)C1 (configuration not stated)
  0.9	-0.4	1	2	i	2	-5	-2	-0.5	-6
O=C(CCC(=O)N1CCN(S(=O)(=O)c2ccc([N+](=O)[O-])cc2)CC1)N1CCOCC1
  -0.1	0.4	-7	0	i	-35	2	5	-0.2	0
COc1ccc(CN2C(=O)Cc3c2nc(N)c2c(N)nc(N4CCOCC4)c(C#N)c32)cc1
  1.5	5.9	11	4	i	15	-23	26	0.1	-2
CNC(=O)COC(=O)c1ccc(NS(=O)(=O)c2ccc3c(c2)OCCO3)cc1
  2.4	-0.1	-4	-2	i	-2	3	-4	-0.9	2
Cc1ccccc1N1CC(C(=O)Nc2nnc(SCc3cccnc3)s2)CC1=O (configuration not stated)
  1.0	3.9	6	1	i	12	2	19	-0.3	-1
Cc1ccc(C)c(S(=O)(=O)N2CCCCC2CCNC(=O)C(=O)NCc2ccccn2)c1 (configuration not stated)
  0.2	-1.1	0	-1	i	0	1	0	-0.7	-1
COc1ccc(C(=O)Nc2ccc(N3CCN(C(=O)c4cccs4)CC3)cc2)cc1Br
  3.0	2.5	5	-1	i	6	-7	12	-0.1	-2
N#Cc1ccc(N2C(=O)[C@@H]3C(C(=O)C(c4ccccc4)c4ccccc4)=NN[C@@H]3C2=O)cc1
  0.3	-0.7	-14	-2	i	-6	0	8	-1.5	6
CSc1ccccc1-n1nnnc1SCC(=O)Nc1cc(C)ccc1C
  -0.8	0.0	0	-3	i	2	-5	0	-0.3	-8
Cc1ccccc1C(=O)NCC(=O)Nc1ccccc1C(F)(F)F
  -1.6	-1.1	4	-2	i	-2	0	-2	0.0	-5
COc1ccc(C2C(=O)NN=C2C)cc1 (configuration not stated)
  -0.8	-0.6	-4	-2	i	3	6	-1	-0.3	-8
CCOC(=O)c1c(NC(=O)Cn2nnc3ccccc32)sc2c1CCC(C)C2 (configuration not stated)
  -1.1	4.1	1	2	i	3	-4	-1	-0.4	-15
Cc1ccc(-n2nnnc2SCC(=O)Nc2ccc3c(c2)COC3=O)cc1C
  0.4	2.9	7	0	i	40*	42	5	0.5	-6
CC(=O)Nc1ccc(NC(=O)COC(=O)c2ccc(C)s2)cc1
  -0.6	-1.0	6	-1	i	-2	-4	0	0.1	1
Cc1nn(Cc2ccc(Cl)cc2)c(C)c1NC(=O)c1noc2c1CCCCC2
  .	1.0	-8	-3	i	2	0	-1	-0.4	-4
CCOc1cc(C2C(C#N)=C(N)Oc3cc(N)ccc32)ccc1O (configuration not stated)
  -0.5	0.6	7	1	i	-12	-15	7	0.5	-2
COc1cc2c(cc1NC(=O)c1cc(-c3ccncc3)nc3ccccc13)oc1ccccc12
  1.6	8.9	-11	3	i	-1	44	48*	-0.2	13
Cc1cccc(C)c1NC(=O)c1ccc(OCc2c(C)noc2C)cc1
  0.0	-1.2	-2	2	i	3	-1	-5	-0.2	-2
COc1ccc(S[C@@H](CCN2CC[C@H](O)CCC2=O)c2ccccc2)cc1
  -1.8	-1.9	1	0	i	6	5	-2	-0.1	-5

Screens as filed in PubChem.
